M. tuberculosis GlmU: inhibition of mycobacterial GlmU enzyme – biochemical, glucosamine-1-phosphate acetyltransferase (AID 1376); hit rate 0.25% among 220,000; M. tuberculosis GlmU acetyltransferase enzyme assay; higher % means a stronger effect; inhibition, %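 (tested at 30 µM in the primary screen)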; hits with a dose series show IC50 in µM; Bifunctional protein GlmU (Mycobacterium tuberculosis (strain ATCC 25618 / H37Rv)); in the data active = inhibition above about 13%;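 also: 0% = complete reaction with vehicle and 100% = reaction without substrate; strong numbers were not always called active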
Mtb RmlCD inh: M. tuberculosis RmlC/RmlD coupled enzyme inhibitors, primary screen, biochemical, compound mixtures, 384-well, from 1536-well plates | AID 1533, 2009 | hit rate 0.03% among 160,000 | RmlC+RmlD coupled enzyme assay, percent inhibition; primary screen in compound mixtures | inhibition, % at 3.6 µM | dTDP-4-dehydrorhamnose reductase (Mycobacterium tuberculosis (strain ATCC 25618 / H37Rv)) …; in the data active = inhibition mostly above about 34%, no sharp cut-off; also: some results filed as inactive read as strong as hits
Target sequence (P9WH09 whole entry, looked up): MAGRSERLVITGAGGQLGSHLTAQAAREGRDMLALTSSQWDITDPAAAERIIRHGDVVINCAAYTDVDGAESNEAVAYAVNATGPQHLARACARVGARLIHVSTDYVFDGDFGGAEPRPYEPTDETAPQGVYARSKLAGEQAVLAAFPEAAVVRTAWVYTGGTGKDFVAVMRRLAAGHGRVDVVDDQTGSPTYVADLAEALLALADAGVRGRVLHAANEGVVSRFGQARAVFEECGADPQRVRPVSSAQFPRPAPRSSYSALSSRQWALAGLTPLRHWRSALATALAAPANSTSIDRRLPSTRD
Target sequence (P9WH11 whole entry, looked up): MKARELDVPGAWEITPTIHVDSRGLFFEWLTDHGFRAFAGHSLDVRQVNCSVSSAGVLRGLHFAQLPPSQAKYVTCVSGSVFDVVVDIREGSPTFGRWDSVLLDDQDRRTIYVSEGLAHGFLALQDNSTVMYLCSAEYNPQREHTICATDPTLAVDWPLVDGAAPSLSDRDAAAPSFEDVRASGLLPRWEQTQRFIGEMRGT
An asterisk follows results filed as active; · = not tested or not shown; & = joins results of further samples.

SMILES | M. tuberculosis GlmU | Mtb RmlCD inh
CCOC(=O)c1sc2nc3c(cc2c1N)COC(C)(C)C3 | 2.4% | -10.3
CN1/C(=C\C(=O)C(F)F)C(C)(C)c2ccccc21 | 7.0% | -10.0
CC(=O)[C@@H]1[C@@H](C(=O)c2ccc(F)cc2)[C@]2(C(=O)Nc3ccccc32)[C@H]2C=Cc3cc(F)ccc3N12 | 2.9% | ·
Cc1cc(-c2ccccc2)nc(N2CCN(c3ccccn3)CC2)n1 | -0.5% | ·
O=C(c1cccs1)N(c1ccc(Cl)cc1)C1C=CS(=O)(=O)C1 (centres undefined) | -1.3% | -4.3
CCNC(=S)NNC(=O)c1c(Cl)c(C)nn1C | 0.6% | 7.4
CCn1c(/C=C2\C(=O)N(C(C)C)c3ccccc32)nc2ccccc2c1=O | -0.1% | 1.6
CNc1nc2ccccc2n1N | 1.3% | 1.1
CCc1ccc(C(=O)NCc2ccc(Cl)cc2)cc1 | 1.5% | 14.9
NC(=O)c1ccccc1N(Cc1ccccc1)S(=O)(=O)c1ccccc1 | -0.1% | -9.8
Cc1cccc[n+]1CC(=O)Nc1ccc([N+](=O)[O-])cc1Cl | -2.0% | ·
COc1ccc(-c2nnn(CC(=O)NCCc3c[nH]c4ccccc34)n2)cc1OC | -5.9% | -1.1
CCc1ccc(-c2cc(C(=O)N3N=C(C(F)F)CC3(O)C(F)F)c3ccccc3n2)cc1 (centres undefined) | 7.6% | 4.7
CN(CCOc1ccc(CC2SC(=O)NC2=O)cc1)c1ccccn1 (centres undefined) | 6.9%&3.5% | ·
Cc1ccc(CNC(=O)C2c3ccccc3C(=O)N3CCc4ccccc4C23)o1 (centres undefined) | -0.7% | -12.7
O=C(COc1ncnc2ccc(Br)cc12)Nc1ccc(N2CCOCC2)cc1 | 4.2% | 0.4
Cn1c(N)c(C(=O)CCl)c(=O)n(Cc2ccccc2)c1=O | -1.7% | ·
Cc1nc(Cl)c2c(n1)NC(=O)CO2 | 4.4% | -6.6
O=C(COC(=O)c1cc([N+](=O)[O-])ccc1NCCO)NCc1cccs1 | 3.3% | -8.7
COc1ccc(S(=O)(=O)N2CCN(c3ccc(C)cc3C)CC2)cc1OC | -5.1% | 4.8
O=C(N/N=C/c1cccc([N+](=O)[O-])c1)c1ccc2c(c1)OCCO2 | -3.7% | ·
COC(=O)c1sc(S(=O)(=O)Nc2ccc(C)c(C)c2)c(C(=O)OC)c1C | -1.0% | ·
COc1cccc2cc(C(N)=O)oc12 | -1.4% | -9.1
COc1ccc(N2CCN(S(=O)(=O)c3cccc(C(F)(F)F)c3)CC2)cc1 | -2.3% | 8.6
Cc1cc(N)c2cc(NC(=O)/C=C/c3ccccc3Cl)ccc2n1 | -8.3% | -5.5
Later entries:
SMILES | M. tuberculosis GlmU | Mtb RmlCD inh
O=C(CN1CCN(c2nc(-c3ccccc3)cs2)CC1)NCc1ccc2c(c1)OCO2 | 3.9% | ·
CCc1ccc(CNCCSc2nnnn2C)cc1 | -2.5% | 5.8
O=C(NCCc1cccs1)C1CC(c2ccccc2F)=NO1 (centres undefined) | 0.7% | ·
COCCNC(=O)C(c1ccccc1F)N(C(=O)C(=O)NC1CCCC1)C1CCCCC1 (centres undefined) | 2.5% | -9.4
Cc1ccc(NC(=O)Nc2nc(-c3ccc(C)s3)cs2)cc1 | -6.3% | ·
CCOC(=O)c1sc(NC(=O)CSc2nc(C)cc(-c3ccccc3)n2)c(C#N)c1C | -5.0% | 10.0
CC1CCN(c2c(NCC3CCC(C(=O)N4CCc5ccccc5C4)CC3)c(=O)c2=O)CC1 (centres undefined) | 6.9% | 5.1
CCC(CC)C(=O)NCCc1cc2cc(C)c(C)cc2[nH]c1=O | 1.8% | 4.8
O=C(Cn1c(SCC(=O)NC2CCCC2)nnc1-c1ccncc1)Nc1ccc2c(c1)OCO2 | 5.3% | 6.8
CCOC(=O)c1sc(=S)n(-c2cc(F)ccc2F)c1N | -1.1% | -104.7
O=C(Nc1cccc(C(F)(F)F)c1)c1ccc2nc(-c3ccco3)c(-c3ccco3)nc2c1 | -2.7% | 4.1
COCCNC(=S)N/N=C(\C)c1cc2ccccc2o1 | 6.5% | ·
COc1ccc(NC(=O)C2CC(=O)N/C(=N/N=C/c3ccco3)S2)cc1 (centres undefined) | -1.8% | 6.1
CCOC(=O)c1[nH]c(C)c(C(=O)C(C)C)c1C | 4.4% | 9.1
O=[N+]([O-])c1cc(Cl)ccc1N1CCOCC1 | -1.1% | -14.4
O=[N+]([O-])c1ccc(-n2ccnc2)cc1 | 5.6% | -2.1
Cc1ccc(CN2CCN(/N=C/c3cc(Br)cc(Br)c3O)CC2)cc1 | 5.9% | ·
c1ccc(-n2ncc3c(NCc4cccs4)ncnc32)cc1 | 2.1% | -3.6
CCN(CC)c1ccc(C(=O)N/N=C/c2ccccc2OC(F)F)cc1 | -1.1% | 6.5
CSc1nc(-c2ccccc2)nc(N2CCCC2)c1C(C)=O | 3.2% | -3.5
O=C(/C=C/c1cccc([N+](=O)[O-])c1)Nc1ccccn1 | -0.1% | 12.0
CCOc1cc(/C=C2\C(=O)NC(=O)N(C)C2=O)cc([N+](=O)[O-])c1O | 7.5% | -4.3
CCCC/C(C)=N/NC(=O)CN(c1ccc(Br)cc1)S(=O)(=O)c1ccccc1 | 1.5% | ·
CCOC(=O)C1=C(O)C(=O)N(c2ccc(S(N)(=O)=O)cc2)C1c1ccc(Br)cc1 (centres undefined) | 5.1% | 70.3
O=C(NCc1nc2ccccc2[nH]1)C1=C[C@H](C2CC2)C[C@H](OCc2ccc(CO)cc2)O1 | -0.3% | ·
More results follow:
SMILES | M. tuberculosis GlmU | Mtb RmlCD inh
N#Cc1ccc(CSc2nnc(-c3cnccn3)o2)cc1 | -5.2% | 1.3
CCCCNC(=O)CC1NCCNC1=O (centres undefined) | 2.2% | 4.1
COc1ccc(C2(C(=O)Nc3ccc(OC)cc3OC)CCCC2)cc1 | 3.0% | -12.7
COC(=O)C1=C(C(=O)OC)[C@@H]2N(Cc3ccccc3)c3ccccc3[C@@]23C[C@@H](C(=O)OC)N(C(=O)c2cc(C)oc2C)C3=N1 | -0.5% | ·
CCOC(=O)CCCCCNC(=O)c1ccc(F)cc1F | -4.5% | ·
COc1cc(OC)c(S(=O)(=O)Nc2ccccc2N2CCCCC2)cc1NC(C)=O | 6.4% | 3.2
N#Cc1c(N)[nH]c(=S)c(C#N)c1-c1ccccc1 | -2.3% | -9.9
CCN=C1NN=C(c2cc(C)n(Cc3ccco3)c2C)CS1 | 0.2% | -14.3
COc1ccccc1-c1c(C)oc2cc(OC(=O)c3ccco3)ccc2c1=O | -1.0% | -12.6
COc1ccc(-c2[nH]ncc2-c2ccc(Cl)cc2)c(O)c1 | -0.2% | 11.9
CCCc1nc(NCCO)c(C#N)c2c1CCCC2 | 0.5% | -9.5
NNC(=O)CN1C(=O)Nc2ccc(Br)cc2C1c1ccccc1 (centres undefined) | 4.4% | ·
Cc1ccc(-c2n[nH]c(=S)c3ccccc23)cc1 | 3.2% | -6.0
Cc1cccc(NC(=O)CSc2ncnc3nc[nH]c23)c1C | 6.5% | 2.2
Cc1cc(C(=O)COC(=O)CCc2nc3ccccc3c(=O)[nH]2)c(C)n1CC1CCCO1 (centres undefined) | -2.8% | -5.0
Cc1cc(C(=O)Nc2ccc3nc(C)sc3c2)c2ccccc2n1 | -2.8% | -5.1
CN(C)c1ccc(N=Cc2nc(-c3ccccc3)oc2O)cc1 | -9.5% | -0.3
CCOC(=O)C(=CNc1ccc2c(c1)nnn2-c1ccc(Cl)cc1)C(=O)OCC | 1.0% | 22.7
CCCc1cnc(N2CCN(S(=O)(=O)c3cccs3)CC2)nc1 | 4.8% | 4.6
CCOC(=O)c1cnc2nc(N3CCOCC3)nn2c1N | · | -1.0
CCOC(=O)C(Cc1ccccc1)NC(=O)CCc1c(C)nc2ncnn2c1C (centres undefined) | 3.8% | -10.1
CC1CC2(CCCCC2)Nc2c1ccc1ccccc21 (centres undefined) | -1.5% | ·
Nc1nonc1C(=Nc1ccc(Br)cc1)NO | 1.3% | 22.2
COC(=O)c1ccccc1NC(=O)N1CCCC1 | 1.1% | ·
CC(=O)Nn1cc2c(=O)n(C)c(=O)n(C)c2c1 | 4.3% | ·

Profiles, looked up by structure. Order of values: M. tuberculosis GlmU	Mtb RmlCD inh
`Cc1cc(C(=O)COC(=O)CCc2nc3ccccc3c(=O)[nH]2)c(C)n1CC1CCCO1` (centres undefined) is listed with -2.8%	-5.0
`CC1CC2(CCCCC2)Nc2c1ccc1ccccc21` (centres undefined) is listed with -1.5%	·
`CCOC(=O)c1sc(NC(=O)CSc2nc(C)cc(-c3ccccc3)n2)c(C#N)c1C` is listed with -5.0%	10.0
`CCCc1nc(NCCO)c(C#N)c2c1CCCC2` is listed with 0.5%	-9.5
`CN1/C(=C\C(=O)C(F)F)C(C)(C)c2ccccc21` is listed with 7.0%	-10.0

Later entries.
SMILES | M. tuberculosis GlmU | Mtb RmlCD inh
N/C(=N\OC(=O)c1cccnc1)c1ccccc1Cl | -0.7% | 4.5
COCCCN1C(=O)C(O)=C(C(=O)c2ccco2)C1c1ccccc1 (centres undefined) | 1.7% | -2.9
N#Cc1ccccc1CSc1nc(O)cc(=O)[nH]1 | -2.6% | 21.6
O=C(NC1CCCc2ccccc21)c1ccc(CNc2c(N3CCOCC3)c(=O)c2=O)cc1 (centres undefined) | 6.0% | 5.2
COc1ccc(-c2cccc(C(=O)Nc3ccccc3C)c2)cc1 | -1.6% | 35.7
CCCN1C2CCCC1CC(NC(=O)Nc1ccc(C(C)C)cc1)C2 (centres undefined) | -4.7% | ·
O=C(Nc1ccc(C2=NCCN2)cc1)c1ccc(C(=O)Nc2ccc(C3=NCCN3)cc2)c(Cl)c1 | -3.1% | ·
CC(C)(C)NC(=O)C(c1c[nH]c2ccccc12)N(C(=O)Cn1nnc(-c2ccc(F)cc2)n1)c1cccc(O)c1 (centres undefined) | 0.3% | ·
O=C(CSc1nc2ccc(Cl)cc2o1)NCc1ccc2c(c1)OCO2 | 6.1% | -4.1
CCn1c(SCC(=O)Nc2ccc3c(c2)c2ccccc2n3CC)nnc1-c1ccco1 | 6.6% | ·
COc1ccc(N2CCN(C(=O)c3cccc(N4C(=O)C5CC=CC(C)C5C4=O)c3)CC2)cc1 (centres undefined) | · | -4.6
COCc1cc(Sc2ccc(Cl)cc2Cl)nc(-c2ccccc2)n1 | 1.7% | -8.6
O=C(NN1C(=O)C2C(C1=O)C1C=CC2C12CC2)c1cccc(Cl)c1 (centres undefined) | 6.0% | -5.2
CCN(CC)P(=S)(c1c(C)nc2ccccn12)c1c(C)nc2ccccn12 | -0.5% | -5.9
Cc1ccc(CS(=O)(=O)Cc2ccc(C(=O)NCCCN3CCOCC3)o2)cc1 | -2.2% | ·
Cc1cc(C)c([N+](=O)[O-])cc1-c1ccc(/C=N/c2c(-c3ccco3)nc3ccccn23)o1 | 4.2% | -5.3
CC(C)Oc1cccc(NC(=O)c2cccn(Cc3ccc4c(c3)OC(F)(F)O4)c2=O)c1 | 0.4% | 2.1
O=C(NCCc1cccc(Cl)c1)c1cccs1 | 1.8% | 0.7
O=C(O)CCc1ccc(NCc2cccc(Oc3ccccc3)c2)cc1 | 3.5% | ·
Cc1ccc2c(c1)c1nc3ccccc3nc1n2CCN1CCOCC1 | -3.0% | 2.9
CNC(=O)c1[nH]cnc1C(=O)Nc1ccc(C)cc1 | -3.8% | ·
O[C@@H]1C2CCCC1[C@]1(O)CCCCC1C2 (some centres undefined) | -1.3% | -2.1
COc1ccccc1C1CCN(C(=S)Nc2ccc(Br)cc2)CC1 | 5.5% | ·
O=C(O)C1C2CC3CC(C2)CC1(n1ncc(N2CCC4(CC2)OCCO4)c(Cl)c1=O)C3 (centres undefined) | -0.3% | -6.2
O=C(C1CC1)N1CCc2cc(S(=O)(=O)N3CCCc4ccccc43)ccc21 | -1.3% | -6.1

Two compounds drawn at random from the list so far, as already listed:
SMILES | M. tuberculosis GlmU | Mtb RmlCD inh
O[C@@H]1C2CCCC1[C@]1(O)CCCCC1C2 (some centres undefined) | -1.3% | -2.1
CNC(=O)c1[nH]cnc1C(=O)Nc1ccc(C)cc1 | -3.8% | ·

New compounds follow:
SMILES | M. tuberculosis GlmU | Mtb RmlCD inh
CCOc1ccc(NC(=O)CS(=O)(=O)c2cn(CC)c3ccccc23)cc1 | -5.6% | -2.5
N#C/C(=C\Nc1ccccn1)S(=O)(=O)c1ccc(Cl)cc1 | 2.3% | -7.9
Cc1sc(NC(=S)NC(=O)c2cccs2)nc1-c1ccc(C(C)C)cc1 | 1.9% | 8.8
Cn1nc(-c2ccc(OCC(=O)Nc3ccccc3)cc2)c2ccccc2c1=O | 1.1% | -5.7
Cc1cc(NC(=O)CN2C(=O)NC(C)(c3ccc(OC(F)F)cc3)C2=O)no1 (centres undefined) | -1.1% | ·
CCOc1ccc(S(=O)(=O)NCc2ccc(C)cc2)c2cccnc12 | 4.3% | ·
O=C(COc1ccc(N2CC(C(=O)O)CC2=O)cc1)Nc1cccc(C(F)(F)F)c1 (centres undefined) | 3.9% | -2.5
C=CCNC(=O)c1onc(CSc2ccccn2)c1C(=O)NCC=C | 2.6% | 4.8
COC(=O)c1ccc(N=Cc2c(-c3ccccc3)[nH][nH]c2=O)cc1 | 1.4% | 7.7
S=C1Cc2ccccc2N1 | -2.6% | -0.7
Cc1sc2ncnc(SCC(=O)N3CCN(C(=O)c4ccco4)CC3)c2c1C | -8.0% | 1.4

Quoted from the listing:
Cc1cc(NC(=O)CN2C(=O)NC(C)(c3ccc(OC(F)F)cc3)C2=O)no1 (centres undefined) – M. tuberculosis GlmU: -1.1%
Cc1sc2ncnc(SCC(=O)N3CCN(C(=O)c4ccco4)CC3)c2c1C – Mtb RmlCD inh: 1.4

Source: PubChem BioAssay

Only part of the results is shown; the hit share may differ from the screen's.
